High-throughput results from PubChem BioAssay.
Hsp90 inh = displaces geldanamycin probe from tumor Hsp90; P07900; NCI-N417 lysate Hsp90, Cy3B-geldanamycin FP displacement; inhibition, % at 30 µM; 64,000 compounds, 0.35% hits;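 active means inhibition above 50%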;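 further: 0% = tracer plus lysate wells and 100% = tracer alone without lysate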
Her2 expr inh = inhibitors of human Her2 kinase expression; HER2 level % of control, % at 10 µM; SKBR-3 HER2 protein level, AlphaScreen, 18-24 h; active compounds read low; P04626; 65,000 compounds, 0.69% hits;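 active means HER2 level under 5% of the carrier-only control; inconclusive means no clear call, values can overlap the other calls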;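 further: 100% = DMSO carrier and 0% = 500 nM PU-H71 HSP90 inhibitor; lower value means stronger loss of Her2 protein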
RORA act = RORA (human) activation; activation, % at 10 µM; CHO-K1 Gal4-RORA LBD luciferase reporter, luminescence; percent increase over mock-subtracted basal signal; 65,000 compounds, 1.5% hits; P35398;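 active means activation above the mean of all tested compounds plus 3 SD, cut at about 49% in these data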;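 further: 0% = DMSO-treated RORA cells and 100% = added signal equal to DMSO minus mock-transfected cells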
Target sequence (P35398 whole entry, looked up, the tested form may be a part): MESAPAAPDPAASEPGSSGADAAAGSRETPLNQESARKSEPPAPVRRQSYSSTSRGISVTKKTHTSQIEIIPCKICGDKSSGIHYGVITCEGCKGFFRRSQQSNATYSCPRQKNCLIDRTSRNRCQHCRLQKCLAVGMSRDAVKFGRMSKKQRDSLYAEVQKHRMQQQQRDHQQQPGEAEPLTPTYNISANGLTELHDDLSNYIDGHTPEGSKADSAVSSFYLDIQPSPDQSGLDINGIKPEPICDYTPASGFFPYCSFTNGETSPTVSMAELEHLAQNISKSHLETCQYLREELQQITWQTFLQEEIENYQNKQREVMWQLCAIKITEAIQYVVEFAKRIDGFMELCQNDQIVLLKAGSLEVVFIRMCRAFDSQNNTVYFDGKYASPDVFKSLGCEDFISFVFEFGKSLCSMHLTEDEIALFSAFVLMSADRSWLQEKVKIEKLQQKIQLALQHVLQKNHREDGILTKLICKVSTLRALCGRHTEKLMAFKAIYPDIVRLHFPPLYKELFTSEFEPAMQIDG
DUSP1 inh = human dual specificity phosphatase 1 inhibition | 65,000 compounds, 0.15% hits | recombinant MKP-1, OMFP hydrolysis fluorescence | P28562 | inhibition, %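 (compounds tested at a single concentration somewhere between 10 and 100 µM)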;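 active means inhibition above about 50%, limit read from the data; inconclusive means inhibition over screen mean plus 3 SD, below that limit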;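 further: 0% = DMSO max control wells and 100% = wells with enzyme stopped by NaOH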
SF1 activator = activates the human nuclear receptor SF-1. Q13285. CHO-K1 Gal4-SF-1 LBD luciferase reporter; % increase over DMSO SF-1-specific signal. activation, % at 10 µM. 65,000 compounds, 1.9% hits;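 active means activation above the mean activation of all tested compounds plus 3 SD, cut at about 50% in these data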
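Test system: transient Gal4-SF-1 LBD reporter, CHO-K1; Amount: 4,000 CHO-K1 cells per well; Doses: 10 µM only; Timing: compound exposure 20 h at 37 °C; Signal: luciferase light emission; Read-out basis: percent activation relative to DMSO median and mock-transfected background; Control set: DMSO negative control and −SF1 background wells; Replicates: one test per compound.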
D1 allo mod = D1 dopamine receptor (human) allosteric modulation | P21728 | B-score at 10 µM | HEK293 D1, CRE-luciferase, dopamine EC30 potentiation; actives deviate in either direction | 58,000 compounds, 5.9% hits;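 active means luminescence count or its row- and column-corrected plate score outside the 99.7% band of the plate's sample wells, on either side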
TNAP act mid DEA = human TNAP activation, intermediate phosphate acceptor | P05186 | purified TNAP, CDP-star luminescence, 100 mM DEA, 30 min; active compounds read high; scale: 0 levamisole-inhibited, 1 vehicle-only enzyme | activation factor at 20 µM | 64,000 tested, under 10 active;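 active means activation factor of at least 2 at 20 µM, relative to controls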
Target sequence (P05186 whole entry, looked up): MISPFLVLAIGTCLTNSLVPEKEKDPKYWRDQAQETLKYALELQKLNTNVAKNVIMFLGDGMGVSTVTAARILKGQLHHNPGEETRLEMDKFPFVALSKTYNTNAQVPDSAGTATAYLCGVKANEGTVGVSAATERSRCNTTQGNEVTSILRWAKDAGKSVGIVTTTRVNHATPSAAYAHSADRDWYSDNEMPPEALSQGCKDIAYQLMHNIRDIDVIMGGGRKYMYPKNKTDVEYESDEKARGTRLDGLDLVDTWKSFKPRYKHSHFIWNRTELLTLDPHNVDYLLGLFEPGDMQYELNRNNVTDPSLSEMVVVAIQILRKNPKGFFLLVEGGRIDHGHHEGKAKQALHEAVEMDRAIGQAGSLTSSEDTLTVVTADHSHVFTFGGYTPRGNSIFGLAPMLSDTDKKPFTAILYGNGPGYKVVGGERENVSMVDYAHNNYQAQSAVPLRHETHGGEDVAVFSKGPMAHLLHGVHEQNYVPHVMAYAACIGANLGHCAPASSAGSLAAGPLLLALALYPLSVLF
FXIIa inh mix = factor XIIa (human) inhibition, mixture screen | P00748 | purified FXIIa, fluorogenic substrate, pooled mixtures | inhibition, % at 5 µM | 62,000 compounds, 0.2% hits | AID 684; in the data active means inhibition above about 20%, passing the limit was not always enough;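 further: 0% = enzyme without compound and 100% = no enzyme blank; some results filed as inactive read as strong as hits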
Cdc25B inh = inhibitors of human Cdc25B phosphatase; recombinant Cdc25B, OMFP fluorescence Ex485/Em525; AID 368; inhibition, %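 (compounds tested at 10 µM final in the well)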; 65,000 compounds, 0.1% hits; in the data active means inhibition above about 50%
An asterisk follows results filed as active; u = inconclusive; x = no result given. Not a hit list; any-hit rate near 8.9%.

Values run as follows: Hsp90 inh | Her2 expr inh | RORA act | DUSP1 inh | SF1 activator | D1 allo mod | TNAP act mid DEA | FXIIa inh mix | Cdc25B inh
N=C1C(c2nc(-c3ccc(F)cc3)cs2)=C(O)CN1CCCN1CCOCC1
 : -8 | 84 | 0 | 19 | 4 | -0.058 | 1 | 1 | 8
COc1cc(C(=O)Nc2cc(-c3ccccc3)[nH]n2)cc(OC)c1OC
 : -1 | 60 | 9 | 1 | 6 | -0.33 | 0.4 | 4 | -6
OC(C#CCN1CCOCC1)c1cccs1 (configuration not stated)
 : x | 94 | -5 | 10 | -12 | 0.14 | 0.9 | -17 | 0
COc1ccc(-c2noc(-c3cccc(Cl)c3)n2)cc1OC
 : -4 | 63 | 13 | 19 | 14 | -1.4 | 0.9 | 3 | 1
CCCOc1cccc(C(=O)Nc2cc(NC(=O)c3ccco3)ccc2OC)c1
 : 0 | 76 | -15 | 5 | 12 | 2.1 | 0.9 | -3 | -7
CCOc1cc(-c2nc(-c3cc(OC)c(OC)c(OC)c3)no2)cc(OCC)c1OCC
 : 1 | 94 | -7 | 29 | -6 | 0.31 | 1 | 13 | -2
Cc1ccccc1OCCCCc1c(C)n[nH]c1C
 : 2 | 81 | 0 | 8 | 12 | -1.5 | 0.9 | 2 | -6
CCN(C(=O)c1cc2cccc(OC)c2oc1=O)c1ccccc1
 : -1 | 108 | 5 | 6 | 0 | 0.32 | 0.9 | 19 | 0
CCN(Cc1nc2ccccc2c(=O)[nH]1)Cc1nc2cc(OC)c(OC)cc2c(=O)[nH]1
 : 1 | 84 | -10 | 18 | 5 | 1.6 | 0.9 | 1 | -1
Cc1nnc(NCc2n[nH]c(=O)c3ccccc23)c2ccccc12
 : 5 | 72 | -9 | 9 | -17 | 0.28 | 0.9 | 4 | -17
CN1CCN(c2nc(-c3ccncc3)nc3ccccc23)CC1
 : -5 | 105 | 13 | -7 | 24 | -3.8* | 0.9 | 0 | 3
CCCc1nnc(SCC(=O)N2CCCC2)n1CC1CCCO1 (configuration not stated)
 : 4 | 83 | 4 | -7 | -15 | -0.014 | 0.9 | -1 | -6
CC(C)OC(=O)c1nnn(-c2nonc2N)c1CSc1ccccn1
 : 3 | 91 | 2 | -21 | -3 | 1.5 | 0.9 | 0 | -18
O=C(O)C1CCCN1C(=O)Nc1ccccc1 (configuration not stated)
 : -2 | 78 | -11 | -11 | -5 | -0.75 | 0.9 | -19 | 3
CCC1CCCN1Cn1cnc2c([nH]c3ccc(OC)cc32)c1=O (configuration not stated)
 : -4 | 81 | -19 | -5 | 4 | -0.63 | 0.9 | 4 | -10
CCC(CC)COC(=O)C(C#N)c1nc2ccccc2nc1N1CCOCC1 (configuration not stated)
 : -17 | 151 | -30 | 0 | -8 | 1 | 0.7 | -16 | -9
Cc1c(NC(=O)c2cc(-c3ccco3)on2)c(=O)n(-c2ccccc2)n1C
 : -10 | 79 | 21 | 4 | -5 | 0.0084 | 0.9 | 5 | -5
CC1CCc2nc(NC(=O)CN3CCOCC3)sc2C1 (configuration not stated)
 : -1 | 119 | 20 | 4 | 35 | -0.045 | 1 | -1 | -5
O=C(CN1C(=O)c2ccccc2C1=O)Nc1ccc2c(c1)OCO2
 : 32 | 111 | 1 | -3 | 6 | -0.083 | 0.9 | 1 | 3
O=C(Cn1ccc2ccccc2c1=O)NCCC(=O)NC1CCN(Cc2ccccc2)CC1
 : -4 | 53 | 0 | -10 | -11 | -0.17 | 0.9 | 4 | 16
N#Cc1ccccc1Cn1c(=O)n(CCC(=O)NCc2ccco2)c(=O)c2ccccc21
 : -2 | 89 | -12 | 5 | 16 | 0.5 | 1 | 1 | -1
CCOC(=O)c1cccc(NC(=O)CSc2nnc(C3CCCCC3)n2CC)c1
 : 0 | 144 | -8 | 3 | 8 | 0.22 | 0.9 | 2 | 8
O=C(Nc1ccccc1OC(F)F)c1ccccc1
 : -2 | 58 | -23 | 19 | 2 | -0.55 | 0.9 | 8 | -7
O=C(O)CSCc1ccc(Cl)cc1
 : -5 | 90 | 3 | 8 | -11 | -0.084 | 0.9 | 65* | -9
COc1ccc(NC(=O)NCCN2CCN(c3cccc(Cl)c3)CC2)cc1
 : -1 | 94 | -2 | -10 | -4 | -0.68 | 1 | 7 | -8
CCCc1nn(CCc2ccccn2)c(N)c1CC
 : -1 | 112 | -4 | -12 | -12 | 0.4 | 1 | 0 | 2
CC(=O)c1cccc(NS(=O)(=O)c2c(C)n[nH]c2C)c1
 : -2 | 87 | 4 | -3 | -6 | 0.1 | 1 | 5 | -1
COc1ccc(CCn2c(-c3ccco3)nc3nc4ccccc4nc32)cc1OC
 : -18 | 104 | -2 | 8 | -6 | -0.44 | 0.9 | -25 | 5
CCOc1ccccc1NC(=O)CSc1c(C)n[nH]c1C
 : -3 | 79 | 1 | 4 | -8 | 0.59 | 0.9 | 3 | 1
COc1ccccc1NCCC(=O)OCC(=O)NCc1ccco1
 : 4 | 90 | -1 | 29 | -15 | -0.28 | 1 | 13 | 1

Reprinted from the part before: 4 compounds, followed by the next part.
Values run as follows: Hsp90 inh | Her2 expr inh | RORA act | DUSP1 inh | SF1 activator | D1 allo mod | TNAP act mid DEA | FXIIa inh mix | Cdc25B inh
CC(=O)c1cccc(NS(=O)(=O)c2c(C)n[nH]c2C)c1
 : -2 | 87 | 4 | -3 | -6 | 0.1 | 1 | 5 | -1
COc1ccc(CCn2c(-c3ccco3)nc3nc4ccccc4nc32)cc1OC
 : -18 | 104 | -2 | 8 | -6 | -0.44 | 0.9 | -25 | 5
CCOc1ccccc1NC(=O)CSc1c(C)n[nH]c1C
 : -3 | 79 | 1 | 4 | -8 | 0.59 | 0.9 | 3 | 1
COc1ccccc1NCCC(=O)OCC(=O)NCc1ccco1
 : 4 | 90 | -1 | 29 | -15 | -0.28 | 1 | 13 | 1
Cc1cc2c(c(=O)n1CCN(C)C)C(c1ccc(Cl)cc1)C(C#N)=C(N)O2 (configuration not stated)
 : -1 | 93 | -13 | 7 | -9 | -0.15 | 1 | 10 | -9
Cn1c(=O)c2c(n(Cc3ccccc3)c1=O)NC(=O)C2CC(=O)N1CCc2ccccc2C1 (configuration not stated)
 : -3 | 130 | -19 | 27 | 24 | x | 0.9 | 9 | -14
CCOC(=O)NCc1ccc2c(c1)OCO2
 : 0 | 69 | -14 | 13 | -7 | 0.23 | 0.9 | 4 | -2
COc1ccc(-c2[nH]nc3oc(=O)cc(C)c23)cc1
 : -1 | 102 | 7 | 14 | 5 | x | 0.2 | -13 | 1
COc1ccc(C(=O)N2c3ccc(F)cc3CCC2C)cc1OC (configuration not stated)
 : -4 | 103 | 10 | 0 | -8 | 1.1 | 0.9 | 9 | -2
O=C(Oc1cccc(NC(=O)c2ccco2)c1)c1cccc(S(=O)(=O)N2CCCC2)c1
 : -1 | 85 | 15 | 27 | 3 | x | 0.9 | -2 | -16
CCOc1ccccc1NC(=O)C1CCCN(S(=O)(=O)c2c(C)[nH]c(=O)[nH]c2=O)C1 (configuration not stated)
 : -5 | 72 | -5 | -2 | 4 | x | 1 | 2 | -3
COc1ccc(CN(Cc2cc3cc(C)ccc3[nH]c2=O)C(=O)N(C)C)cc1
 : 3 | 89 | -2 | 0 | -8 | 0.88 | 1 | 1 | 5
COc1ccc(C2C(C(=O)c3ccc(C)o3)=C(O)C(=O)N2c2cc(C)on2)cc1OC (configuration not stated)
 : -3 | 87 | -1 | -10 | 0 | -0.44 | 0.9 | -1 | 2
O=C(CSc1nnc(Cc2cc(=O)[nH]c(=O)[nH]2)n1-c1ccc(Cl)cc1)NC1CCCC1
 : -4 | 106 | -14 | -5 | 2 | -0.045 | 1 | -5 | -9
Cc1ccc(-c2nn(-c3ccccc3)cc2C(=O)N2CCOCC2)cc1
 : -6 | 109 | -2 | 3 | 6 | -4* | 0.9 | 8 | -5
CCCCNC(=O)Oc1cccc(N2CCCC2=O)c1
 : x | 95 | x | 15 | x | x | 0.9 | -6 | -2
C=CCN=C1SCC(=O)N1S(=O)(=O)c1ccc(C)cc1
 : -1 | 97 | -33 | 3 | -2 | 0.0016 | 0.9 | -14 | -16
CCc1sc(NC(=O)COC)nc1-c1ccccc1
 : -4 | 81 | 24 | 0 | -12 | x | 0.9 | -3 | -8
CC(C)Cn1c(SCC(=O)NC(=O)Nc2ccc3c(c2)OCCO3)nc2ccccc2c1=O
 : -5 | 21 | -15 | 43 | -7 | x | 0.9 | 0 | 4
CC(C)(C)c1nnc(NC(=O)C2CCN(c3ncccn3)CC2)s1
 : -4 | 75 | -14 | -6 | -1 | 0.09 | 0.8 | 2 | -7
CC(=O)Nc1cc2c(nc1C)nc(C)n2Cc1ccc(Br)cc1
 : 2 | 99 | -14 | 4 | -1 | 0.0058 | 0.9 | 4 | -1
CCNC(=O)NC(=O)CSc1cccc(C(F)(F)F)c1
 : 0 | 88 | -29 | -9 | -18 | 0.12 | 1 | 2 | -1
COC(=O)c1ccc(C(=O)OC)c(NC(=O)CN2CCN(c3ccccc3OC)CC2)c1
 : 1 | 64 | -7 | u | -3 | 0.022 | 1 | 2 | -10
C=CCN(C(=O)CNC(=O)c1ccco1)C(C(=O)NC1CCCCC1)c1ccccc1 (configuration not stated)
 : -1 | 95 | -1 | -33 | 6 | 0.04 | 1 | 3 | -3
COc1cccc(CC(=O)Nc2nccs2)c1
 : -5 | 105 | -20 | -14 | -7 | 1.6 | 1 | 9 | -5
O=C(C1CCN(S(=O)(=O)c2ccccc2)CC1)N(CCc1ccccc1)Cc1ccco1
 : -4 | 55 | 13 | 15 | 44 | x | 0.9 | 7 | -17
O=C1CCC(=O)N1CCOP1(=O)COc2ccccc2OC1
 : 4 | 105 | -14 | -12 | 1 | 0.035 | 1 | 2 | 2
Cc1cc(NC(=O)Cc2cccs2)no1
 : -13 | 93 | -13 | 42 | -10 | 0.089 | 0.9 | -6 | 9
COCCn1nnnc1C(c1ccccn1)N1CCN(c2cc(C)ccc2C)CC1 (configuration not stated)
 : -5 | 63 | -7 | 5 | 7 | -0.72 | 1 | 1 | 1
CCOc1ccc(OCC)c(NC(=O)C2CCCN(S(=O)(=O)c3cnc[nH]3)C2)c1 (configuration not stated)
 : -1 | 91 | -4 | -2 | -2 | 0.11 | 0.9 | 2 | 2
Cc1ccc(NC(=O)/C(CN(C)C)=N\O)cc1
 : -1 | 71 | 33 | -19 | 16 | x | 1 | 4 | 2
Cc1cccc(NC2(C(F)(F)F)N=C3SCCN3C2=O)n1 (configuration not stated)
 : -4 | 81 | 8 | 1 | -3 | -0.48 | 0.9 | 6 | -3
CCCCCCn1c(N2CCN(c3ccccc3)CC2)nc2c1c(=O)[nH]c(=O)n2C
 : 0 | 65 | 0 | 29 | 2 | 4.4 | 0.9 | 5 | -7
COc1ccc(CSc2nnc(C)n2N)cc1
 : 2 | 82 | -3 | -19 | 3 | -0.0015 | 1 | 10 | 1
CCS(=O)(=O)N1CCC(C(=O)Nc2cccc(C(C)=O)c2)CC1
 : -1 | 88 | -5 | 8 | -18 | -0.2 | 0.9 | 5 | 5
COC(=O)C1C(C(C)C)N(c2ccccc2)OC1(C)O (configuration not stated)
 : -1 | 95 | 16 | 26 | -6 | -0.66 | 0.9 | 12 | 27
CCn1c(SCC(=O)N2CCc3ccccc3C2)nc2c1c(=O)n(C)c(=O)n2C
 : -6 | 112 | 5 | -8 | 4 | 0.44 | 1 | -2 | 21
